Mito fusion act: inhibitors of mitochondrial division or activators of mitochondrial fusion | S. cerevisiae fusion-defective mutant growth rescue, CellTiterGlo 48 h | Potency, µM (top dose mostly 46.1 µM), for the others: at the top dose growth rescue (activation), hits mostly activators | 0.23% of 320,000 active | AID 485298;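 also: potency is read from the fitted curve at half-maximal effect; % of control where 0% means no effect; nearly all actives have a fitted effect of over 45% in size; temperature-sensitive fusion mutants such as fzo1-1 at 37 °C on non-fermentable ethanol glycerol medium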
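Luminescent cell viability in 1536-well qHTS format served as the measure of rescued growth in ts fusion-mutant S. cerevisiae cultured on non-fermentable YPEG for 48 hours at 37C.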
MBNL1-CUG inh: inhibitors of human MBNL1 binding to CUG repeat RNA; TR-FRET MBNL1-His/biotin-(CUG)12 binding, 665/545 ratio; 0.036% of 280,000 active; Potency, µM (series often up to 57.5 µM), for the others: at the top dose activity change, negative = inhibition, actives largely listed as inhibitors; active = well fitted inhibition curve with a large enough effect in the signal ratio, with a control signal flat, not every such curve was filed as active; inconclusive = small, poorly fitted or top-dose-only effect, or effect the other way, or a change in a side signal; inactive = no such curve, though single readings can be large or run the other way; the % refers to the signal ratio; also: potency is read from the fitted curve at half-maximal effect; % is scaled to controls: 0 for no effect and ±100 for the full control effect
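TR-FRET readout: Ex 340 nm, 665/545 nm emission ratio, normalized to buffer-only (basal) and MBNL1-(CUG)12 controls. Complex of MBNL1-His with Biotin-(CUG)12, compounds 92 nM–58 uM, incubated 60 min at room temperature.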
A-T KAP1 phos: potential ataxia-telangiectasia treatments restoring KAP-1 phosphorylation | […] A-T fibroblasts, KAP-1 phosphorylation AlphaLISA; neocarzinostatin DNA damage 30 min before lysis | 0.19% of 320,000 active | Potency, µM (titrated, usually from 57.5 µM), for the others: top-dose activation, actives largely listed as activators; also: potency is read from the fitted curve at half-maximal effect; % of control where 0% means no effect; nearly all actives have a fitted effect of over 45% in size
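ATM-like activity read as KAP-1 phosphorylation via AlphaLISA donor/acceptor antibody pairs after lysis and 6 hr at 25C. Cells were ATM-null patient fibroblasts ([…], hTERT), dosed 60 min, then exposed to the DSB inducer NCS for 30 min.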
TCR act: T cell receptor activation | Potency, µM (titrated, usually from 9.22 µM), inactives show at the top dose activation of IL-2 secretion, actives largely listed as activators | 330,000 tested, under 10 active | AID 504894 | primary human leukocytes, anti-CD3, IL-2 HTRF, 48 h; also: % of control where 0% means no effect
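Using a-CD3 beads without co-stimulation, primary human leukocytes were exposed to compounds for 48 hr. An HTRF IL-2 kit measured the cytokine, with europium-to-d2 energy transfer producing emission at 665nm upon 320nm excitation.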
TSHR antagonist: human thyrotropin receptor antagonism; TSHR-expressing cells, TSH-stimulated cAMP HTRF, 2 h; active compounds read low; activity change, negative = inhibition, % at 11.5 µM; 0.2% of 330,000 active; AID 504810;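 active = activity change below a set negative limit, meaning inhibition stronger than a set level, cut at about -70% in these data; inconclusive = activity change between two set negative limits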; also: % is scaled to controls: 0 for no effect and ±100 for the full control effect
Target sequence (P16473 whole entry, looked up): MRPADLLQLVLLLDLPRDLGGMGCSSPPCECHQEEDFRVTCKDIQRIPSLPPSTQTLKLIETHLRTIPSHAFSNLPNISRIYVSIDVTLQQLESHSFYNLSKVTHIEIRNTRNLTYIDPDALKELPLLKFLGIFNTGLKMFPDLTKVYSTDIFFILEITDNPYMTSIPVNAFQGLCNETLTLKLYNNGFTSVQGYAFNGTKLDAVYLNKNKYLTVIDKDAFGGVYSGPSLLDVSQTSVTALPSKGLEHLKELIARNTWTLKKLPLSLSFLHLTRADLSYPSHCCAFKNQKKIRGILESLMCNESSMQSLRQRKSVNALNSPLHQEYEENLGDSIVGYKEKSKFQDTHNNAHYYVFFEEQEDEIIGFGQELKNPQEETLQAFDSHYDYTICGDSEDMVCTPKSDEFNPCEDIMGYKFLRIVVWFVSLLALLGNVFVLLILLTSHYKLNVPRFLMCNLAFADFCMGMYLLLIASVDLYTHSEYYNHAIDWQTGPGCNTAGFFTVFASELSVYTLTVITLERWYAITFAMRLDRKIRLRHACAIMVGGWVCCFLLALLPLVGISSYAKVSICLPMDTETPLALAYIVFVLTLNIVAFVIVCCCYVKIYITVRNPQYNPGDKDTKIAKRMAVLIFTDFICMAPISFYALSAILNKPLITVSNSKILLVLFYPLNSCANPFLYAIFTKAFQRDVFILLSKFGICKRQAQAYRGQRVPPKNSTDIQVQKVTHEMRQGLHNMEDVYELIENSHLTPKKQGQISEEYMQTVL
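Antagonism was scored as loss of TSH-driven cAMP in TSHR cells, stimulated with 4nM TSH (EC80) for 2 hours at 37 deg C and detected by homogeneous HTRF competition immunoassay.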
Menin MLL FP TR: menin-MLL binding inhibition, Texas Red mutant peptide | O00255 | Potency, µM (series often up to 61.6 µM), inactives show at the highest dose FP activity change, negative = inhibition, most hits filed as inhibitors | 0.23% of 270,000 active | Menin + Texas Red MLL mutant peptide, fluorescence polarization | AID 1768; active = well fitted inhibition curve with a large enough effect in the polarisation, with a control signal flat, not every such curve was filed as active; inconclusive = small, poorly fitted or top-dose-only effect, or effect the other way, or a change in a side signal; inactive = no such curve, though single readings can be large or run the other way; the % refers to the polarisation; also: potency is read from the fitted curve at half-maximal effect; % of control where 0% means no effect; many of its hits are not listed in these tables
TSG101-PTAP inh: blocks PTAP/TSG101 interaction to inhibit HIV-1 budding; Potency, µM (doses to about 115 µM), without a hit: top-dose activity change, negative = inhibition, most hits filed as inhibitors; AID 493005; 340,000 tested, under 10 active; Q99816; Fluorescence polarization, FITC-PTAP peptide / Tsg101 binding; active = well fitted inhibition curve with a large enough effect in the main read-out, with a control signal flat, not every such curve was filed as active; inconclusive = small, poorly fitted or top-dose-only effect, or effect the other way, or a change in a side signal; inactive = no such curve, though single readings can be large or run the other way; also: potency is read from the fitted curve at half-maximal effect; % of control where 0% means no effect
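Tsg101 binding domain (10 uM final) was mixed with compound and a FITC-labeled PTAP peptide (50 nM final) in HEPES pH 7.5 buffer with NaCl, Tween 20, EDTA and TCEP; fluorescence polarization was read after 20 min at r.t.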
Integrin act MD: activates integrin-mediated alleviation for muscular dystrophy; alpha7betagal myoblasts, beta-gal FDG fluorescence, 48 h; Potency, µM (titrated, usually from 38.3 µM), without a hit: top-dose activation, actives largely listed as activators; 0.064% of 350,000 active; AID 624291;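 also: potency is read from the fitted curve at half-maximal effect; 100% = response of the positive control SU9516; nearly all actives have a fitted effect of over 60% in size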
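alpha7betagal+/- myoblasts (passage 13, 250/well) treated 48 h at 37C with compounds at 1:260 dilution of DMSO stock. Lysed, then beta-galactosidase activity read as FDG fluorescence (ex 480/em 540) after 30 min, with pre-read for autofluorescence.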
S-ASM inh: human S-ASM enzyme inhibition; P17405; placental ASM, HMU-PC fluorogenic substrate, 60 min; Potency, µM (highest dose often 57.5 µM), for the others: top-dose activity change, negative = inhibition, hits mostly inhibitors; 0.006% of 340,000 active; AID 504937; also: potency is read from the fitted curve at half-maximal effect
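Fluorescence read-out (Ex 386 nm, Em 447 nm) after stopping the reaction at pH 10. Enzyme: ASM from human placenta; substrate HMU-PC0, 9 uM final; 60 min, 37 °C. Compound preincubation 10 min, ambient temperature.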
MLL CXXC-DNA inh: blocks binding of human MLL CXXC domain to DNA. Q03164. MLL-CXXC / FITC-HOXA9 DNA fluorescence polarization. Potency, µM (titrated, usually from 115 µM), for the others: at the highest dose activity change, negative = inhibition, usual class: inhibitors. 0.037% of 290,000 active; active = well fitted inhibition curve with a large enough effect in the polarisation, with a control signal flat, not every such curve was filed as active; inconclusive = small, poorly fitted or top-dose-only effect, or effect the other way, or a change in a side signal; inactive = no such curve, though single readings can be large or run the other way; the % refers to the polarisation; also: potency is read from the fitted curve at half-maximal effect
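Fluorescence polarization: 7 uM MLL-CXXC (stock) preincubated 5 min with compounds, then 50 nM fluorescein-HOX-A9 DNA (stock) added; 30 min ambient. Buffer 50 mM Tris-HCl pH 7.5, 50 mM NaCl, 1 mM DTT, 0.05% BSA.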
* hit, by the source's call; i = inactive; ? = inconclusive; · = not tested or not shown; [ ] = remark or other dose. Unless noted, calls follow the shape of the dose curve; as a rule, active = well fitted curve in the direction sought with a large enough effect; inconclusive = small, poorly fitted or top-dose-only effect, or another doubt; inactive = no such curve, though single readings can be large; an effect the other way counts as inactive or inconclusive. The list is partial; count on the stated rates, not on these rows.

Molecule	Mito fusion act	MBNL1-CUG inh	A-T KAP1 phos	TCR act	TSHR antagonist	Menin MLL FP TR	TSG101-PTAP inh	Integrin act MD	S-ASM inh	MLL CXXC-DNA inh
Cc1ccc(S(=O)(=O)N2CCC(C(=O)NCCC3=CCCCC3)CC2)c(C)c1	21%	·	23%	-19%	-4	·	-5%	-9%	5%	·
Cc1ccc(OCCn2cnc3ccccc3c2=O)c([N+](=O)[O-])c1	6%	-4%	-1%	4%[46.1 µM]	-8	-16%	-6%	-6%	5%	6%
O=C(CNC(=O)c1cccc(F)c1)OCC(=O)N1CCCCC1	2%	-13%	2%	1%[46.1 µM]	12	2%	-3%	27%	3%	2%
O=C1CC(C(=O)Nc2ccc(Br)cc2)S/C(=N\N=C\c2ccco2)N1 (stereo not drawn)	-1%	-2%	3%	9%	-6	·	2%	10%	-3%	13%
O=C(c1ccccc1)c1cncc(Br)c1	-3%	0%	6%	-35%	-5	3%	-5%	?	-7%	-5%
CC(=O)NC1=NN(C(C)=O)C(c2ccc(C)cc2)S1 (stereo not drawn)	-2%	-7%	3%	-1%	-13	11%	0%	1%	5%	-1%
O=C(Cc1ccccc1)Nc1ccc(NC(=O)c2ccco2)cc1Cl	9%	-6%	6%	2%	2	?	0%	3%	0%	-8%
CC(=O)C1=C(O)C(=O)N(c2ccc(O)cc2)C1c1cccc([N+](=O)[O-])c1 (stereo not drawn)	1%	?	1%	-5%	8	0%	-2%	4%	0%	3%
COc1ccc(OC)c(S(=O)(=O)NC2CCCCNC2=O)c1 (stereo not drawn)	-2%	-5%	5%	-3%	-3	-3%	-4%	-35%	-2%	2%
CCN(C(=O)COC(=O)c1ccc([N+](=O)[O-])o1)C1CCCCC1	·	·	3%	·	-12	·	-4%	-41%	1%	·
COCC(=O)NCc1nc2ccccc2n1Cc1ccccc1F	1%	1%	1%	3%	0	-12%	-7%	-5%	-1%	3%
COc1cc(C#Cc2c(C=O)n(C)c3ccccc23)cc(OC)c1	-12%	·	?	13%	13	·	-3%	14%	i	·
CCc1cc(=O)[nH]c(SCC(=O)N2CCC(Cc3ccccc3)CC2)n1	-2%	·	8%	0%	-10	·	0%	30%	·	·
COc1ccc(CC(NC(C)=O)C(=O)NC2CCN(c3nc(C)cc(C)c3C#N)CC2)cc1OC (stereo not drawn)	4%	2%	0%	7%	8	-25%	6%	8%	10%	9%
COc1ccc(NC(=O)Nc2ccc(CC(=O)O)cc2)cc1	-3%	-7%	6%	-1%	2	9%	-2%	-12%	-1%	3%
CC(C)(C)[C@H]1COC(=O)[C@H](Cc2ccc(F)cc2)CC/C=C/C[C@@H](CC(=O)N[C@H](CO)Cc2ccccc2)C(=O)N1	·	·	10%	-1%	-12	·	-5%	3%	0%	·
Cc1ccc2c(CN3C(=O)NC(C)(c4ccc5c(c4)OCO5)C3=O)cc(=O)oc2c1 (stereo not drawn)	-1%	44%[activator]	9%	·	1	-6%	-2%	-20%	-2%	12%
CC1CCCN(CCCNC(=O)c2nn(C)c3c2CSc2ccccc2-3)C1 (stereo not drawn)	-9%	-4%	-5%	-1%	5	-18%	-4%	-48%[inhibitor]	0%	13%
Cc1ccc(C(=O)CSc2ccc(-c3ccccc3)nn2)cc1	14%	-2%	6%	2%[46.1 µM]	-6	16%	0%	-5%	-6%	-3%
CCn1cc(S(=O)(=O)NCCc2ccccc2OC)cn1	2%	-1%	1%	8%	22	·	2%	3%	2%	2%
O=C(NCC1CCCCC1)C1CCN(C(=O)NC2CCCCC2)CC1	-2%	-8%	16%	-1%	-7	-5%	-3%	-11%	2%	1%
CCOc1cc(C(=O)NCCOC)cc(OCC)c1OCC	0%	-7%	1%	-1%	-5	?	1%	-4%	-1%	-3%
O=C(C1=C[C@@H](c2ccc(C(F)(F)F)cc2)C[C@@H](OCCCCO)O1)N1CCCCCCC1	·	·	·	4%	·	·	-4%	-10%	3%	·
COc1ccc(-c2csc(NC(=S)NC(=O)/C=C/c3ccccc3)n2)cc1Br	5%	-8%	2%	0%	-4	·	-2%	3%	-3%	-6%
CCC(=O)Nc1cccc(NC(=O)CSc2nnc(-c3ccc(NS(C)(=O)=O)cc3)n2CC)c1	3%	-12%	0%	4%	6	·	-3%	-8%	0%	1%
C=CCNC(=S)NNC(=O)c1cccnc1	0%	-1%	-8%	-3%	4	·	1%	-24%	8%	-6%
O=C(Nc1ccc(S(=O)(=O)NC2=NCCCCC2)cc1)C1COc2ccccc2O1 (stereo not drawn)	-3%	-4%	-32%	0%	1	·	-3%	12%	3%	-16%
CCN(C(=O)CSc1nnc(-c2ccccc2Br)o1)C1CCS(=O)(=O)C1 (stereo not drawn)	-6%	-7%	3%	-5%	8	-25%	1%	3%	4%	17%
C/C(Cc1ccccc1)=N\NC(=O)CNC(=O)c1ccccc1	-3%	2%	0%	2%[46.1 µM]	2	11%	-2%	-44%	4%	7%
C=CCc1c(C)nc2ccc(C(=O)OCC)cc2c1Cl	-5%	-8%	9%	2%	-2	-15%	-3%	12%	-11%	5%
Cc1cc(N2CC(C(=O)Nc3nccs3)CC2=O)ccc1C(C)C (stereo not drawn)	-6%	4%	2%	-2%	7	·	-9%	-6%	-1%	3%
COc1ccc(CN(C)CC(=O)Nc2ccccc2C(=O)NC2CC2)cc1	2%	·	4%	-3%	0	·	-9%	3%	5%	·
COc1cc(/C=C(/C#N)C(=O)Nc2ccccc2)ccc1OCc1ccc(C(=O)O)cc1	-6%	-12%	3%	-4%	-17	48%[activator]	-4%	-4%	4%	-6%
COC(=O)c1c(NC(=O)c2ccco2)sc(C(=O)Nc2ccc(F)cc2)c1C	7%	1%	4%	-1%	-9	-4%	-3%	25%	-5%	-5%
COc1ccc(S(=O)(=O)NCc2cccnc2)cc1	-2%	5%	5%	-5%	-11	3%	-7%	36%	2%	-6%
Cc1ccc(S(=O)(=O)CC(=O)NC2CC2)cc1	1%	2%	1%	0%	6	·	0%	26%	1%	10%
COc1ccc(CCN(C(=O)c2cccc(F)c2)C2CC(=O)N(c3ccc(OC)cc3)C2=O)cc1 (stereo not drawn)	6%	-1%	4%	-4%	-14	-10%	-2%	-30%	-7%	7%
O=C1c2ccccc2C(O)N1c1ccc(Cl)cc1 (stereo not drawn)	3%	2%	-1%	-2%	3	-6%	-1%	10%	0%	-4%
CCn1c(CSCc2ccccc2)n[nH]c1=S	-2%	-4%	-5%	7%	0	-4%	-5%	3%	0%	-1%
CN(Cc1cn[nH]c1-c1cc2ccccc2o1)CC1CCOCC1	-1%	-1%	-1%	1%	3	1%	-4%	7%	2%	-2%
COC(=O)c1c(N)sc(C(=O)NCCc2ccccc2)c1C	4%	-2%	-2%	2%	-6	-26%	-2%	27%	2%	1%
CC1C(=O)C(C)C(c2cccs2)NC1c1cccs1 (stereo not drawn)	7%	3%	15%	-2%	10	?	2%	-2%	4%	6%
Cc1csc(SCCn2c(N3CCCC3)nc3c2c(=O)[nH]c(=O)n3C)n1	0%	2%	-15%	-1%	-3	0%	-3%	5%	2%	-1%
COc1ccccc1NS(=O)(=O)c1cccc(C(=O)OCC(=O)NC2CC2)c1	-5%	·	0%	0%	14	·	1%	8%	1%	·
O=C(NCc1cccs1)c1csc2c1CCCCC2	-2%	-9%	2%	-9%	1	?	-5%	36%	3%	0%
Cc1cc(C)nc(N2CCCC(C(=O)NNC(=O)c3ccncc3)C2)n1 (stereo not drawn)	0%	-7%	6%	5%	4	·	-12%	13%	2%	-7%
CCNc1nc(C)c2cc(Br)c(=O)n(CC)c2n1	19%	-1%	-2%	-8%	10	-2%	-10%	-14%	·	6%
O=C(Nc1ccc2nc3n(c(=O)c2c1)CCCCC3)C(=O)N1CCN(c2ccccc2)CC1	4%	0%	1%	3%	-13	8%	0%	-13%	-6%	·

Source: PubChem
